Screening data deposited in PubChem BioAssay by several laboratories.
MC4R antag cAMP = human MC4R antagonism in cAMP assay; MC4R-expressing cells, MTII-stimulated cAMP, LANCE TR-FRET; AID 540295; 0.48% of 360,000 active; P32245; inhibition, % at 6.5 µM;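 active means inhibition above its plate's cutoff, the mean of tested wells on that plate plus 3 SD, cut at about 29% in these data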;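 further: 0% = Melanotan II alone and 100% = Melanotan II plus saturating MCL0020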
Target sequence (P32245 whole entry, looked up): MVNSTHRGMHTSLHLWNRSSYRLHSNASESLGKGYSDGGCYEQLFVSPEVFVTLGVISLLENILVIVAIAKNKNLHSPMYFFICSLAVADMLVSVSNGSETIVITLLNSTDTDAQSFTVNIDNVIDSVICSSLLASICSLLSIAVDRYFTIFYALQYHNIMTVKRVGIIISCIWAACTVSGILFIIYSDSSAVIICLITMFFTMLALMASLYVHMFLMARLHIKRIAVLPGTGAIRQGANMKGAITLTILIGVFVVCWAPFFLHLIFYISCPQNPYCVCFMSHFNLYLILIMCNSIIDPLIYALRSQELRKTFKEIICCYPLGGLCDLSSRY
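System: U2OS cells stably expressing human melanocortin 4 receptor (MC4R). Reagent: Melanotan II challenge after compound preincubation. Doses: 6.5 µM. Times: 30-min compound, 1-h challenge, 1-h detection, room temperature. Measured by: TR-FRET with Eu-cAMP and labeled anti-cAMP, 671 nm. Replicates: singlicate.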
iPSC survival up = enhancers of human iPSC single-cell survival; AID 602274; survival enhancement, % at 20 µM; hiPSC single-cell survival, ATPlite luminescence; 100% = ROCK inhibitor wells, 0% = DMSO; 0.044% of 360,000 active; in the data active means survival enhancement above about 18%;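 further: cells exposed to compounds for 16 hours before the ATP read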
m5-HT2A agonist = mouse HTR2A agonism via beta-arrestin recruitment; P35363; CHO-K1 mHTR2A beta-arrestin complementation, luminescence; percent of 30 µM serotonin response; activation, % at 7.6 µM; 0.66% of 360,000 active; AID 624169;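 active means activation above a run cutoff, the mean activation of all tested compounds plus 3 SD, cut at about 14% in these data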;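 further: 0% = plate median of compound wells and 100% = 30 µM serotonin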
Target sequence (P35363 whole entry, looked up): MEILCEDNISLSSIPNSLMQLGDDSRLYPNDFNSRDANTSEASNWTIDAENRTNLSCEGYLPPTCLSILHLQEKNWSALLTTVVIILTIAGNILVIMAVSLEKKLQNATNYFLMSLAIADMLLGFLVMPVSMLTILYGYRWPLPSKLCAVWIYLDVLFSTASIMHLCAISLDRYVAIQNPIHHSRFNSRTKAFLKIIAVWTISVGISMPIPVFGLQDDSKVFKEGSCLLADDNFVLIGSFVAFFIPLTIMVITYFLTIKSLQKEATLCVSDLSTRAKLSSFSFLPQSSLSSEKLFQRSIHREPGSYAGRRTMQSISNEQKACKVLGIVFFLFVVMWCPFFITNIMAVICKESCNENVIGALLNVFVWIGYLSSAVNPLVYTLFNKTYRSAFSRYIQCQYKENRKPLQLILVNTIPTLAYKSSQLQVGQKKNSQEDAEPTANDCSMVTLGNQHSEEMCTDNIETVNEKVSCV
MC4R barr agon = agonists of human melanocortin 4 receptor (MC4R) beta-arrestin; U2OS MC4R beta-arrestin complementation, luminescence; percent of melanotan II response, DMSO zero; P32245; AID 540308; 0.98% of 360,000 active; activation, % at 8.9 µM;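 active means activation above a per-plate cutoff, the mean activation of sample wells on that plate plus 3 SD, cut at about 8% in these data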
aDG glyco act = increases alpha dystroglycan glycosylation; Pro5-aDG cells, alpha-DG glycosylation AlphaScreen (IIH6); 0% Pro5, 100% B10-LARGE cell signal; activation, % at 10 µM; 0.22% of 360,000 active;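 active means activation of at least 8% versus controls, or a plate z-score of at least 8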;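 further: Pro5 are CHO cells carrying HIG-tagged alpha-DG that lacks glycosylation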
Cardio protect = myocardial damage modulation in H9c2 cells. H9c2 cardiomyocytes, H2O2 injury protection, ATPLite, 2 h. protection from H2O2 cell death, % at 20 µM. 0.63% of 360,000 active. AID 588492;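 active means compounds giving at least 50% protection of heart cells from peroxide-induced death in the single-dose screen, raw or plate-pattern-corrected value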;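 further: 0% = DMSO wells with peroxide and 100% = DMSO wells without peroxide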
N-glyco inh = blocks N-linked glycosylation in D54 reporter cells. D54 ERlucT glycosylation luciferase reporter, 24 h; percent of 100 nM tunicamycin response. reporter increase, % at 12.5 µM. 0.23% of 360,000 active. AID 588692;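 active means mean luciferase reporter signal, scaled so untreated is 0 and the glycosylation-blocking control 100, at or above a set limit in every replicate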;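 further: luciferase carries N-glycosylation sites so blocking glycosylation raises the light; 0% = median of neutral control wells and 100% = median of 100 nM tunicamycin wells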
ABHD5-PLIN5 inh = ABHD5-PLIN5 protein interaction inhibition; AID 602281; Q00G26+Q8WTS1; Split G. princeps luciferase complementation, luminescence, 4 h; 0.78% of 360,000 active; inhibition, % at 4 µM;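 active means inhibition above the mean inhibition across every tested compound plus 3 SD, cut at about 22% in these data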;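 further: 0% = DMSO only wells and the 100% control is not disclosed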
ABCB6 inh MLPCN = blocks the human ABCB6 transporter; Q9NP58; K562-ABCB6 porphyrin accumulation, flow cytometry, 1 h; stronger effect = lower value; AID 602162; 0.19% of 360,000 active; fluorescence ratio to DMSO, % at 10 µM;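 active means fluorescence ratio to DMSO below 75%, the collection mean minus 3 SD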;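 further: signal is porphyrin accumulated inside mitochondria; 100% equals median channel fluorescence of DMSO control wells; lower ratio means ABCB6 inhibition with less porphyrin fluorescence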
Granule exo inh = blocks lytic granule exocytosis. TALL-104 LAMP-1 surface exposure, flow cytometry; cells stimulated with thapsigargin and PMA. inhibition, % at 10 µM. 0.66% of 360,000 active. AID 651702;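 active means inhibition above about 55%, limit read from the data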
* hit, by the source's call; & = joins results of further samples.

SMILES	MC4R antag cAMP	iPSC survival up	m5-HT2A agonist	MC4R barr agon	aDG glyco act	Cardio protect	N-glyco inh	ABHD5-PLIN5 inh	ABCB6 inh MLPCN	Granule exo inh
COc1cc(CNn2cn[nH]c2=S)cc(Cl)c1OCc1ccccc1	3	0.8	3	-1.2	-0.2	0	4	-9	98	0
CC1CC(C)CN(C(=O)c2ccc(S(=O)(=O)N3CCCC3)cc2)C1 (stereo not drawn)	9	0.2	0	0.5	-0.4	-4	0	3	100	2
Fc1ccc(Sc2ccccc2CNC2=NCCN2)cc1	9	1.2	-7	0.3	0.0	-3	-8	2	99	4
Cc1c(C)n2c(SCC(=O)N3CCCCC3)nnc2[nH]c1=O	-2	0.0	2	-1.7	-0.3	2	0	1	105	-3
Cc1sc2ncn(CC(=O)N3CCN(c4ccccc4)CC3)c(=O)c2c1S(=O)(=O)N1CCOCC1	0	0.4	-5	-1.1	0.1	2	-2	0	98	20
O=C(O)Cn1c(=O)c(F)cn(C2CCCO2)c1=O (stereo not drawn)	17	-0.6	4	0.8	0.1	-5	3	-8	97	-15
Cc1cc(C(=O)NCc2ccccc2Cl)c2ccccc2n1	13	-0.3	1	0.6	0.1	-1	-1	-7	100	-2
CC(=O)Nc1cc(O)cc(O)c1	1	-0.3	-3	-3.7	0.0	3	3	-1	92	0
C/C(=N/NC(=O)CCCOc1ccc(Cl)cc1Cl)c1ccc(C)o1	-4	2.6	-6	3.4	0.7	-9	1	-3	98	1
CC(C)N(C(=O)COC(=O)c1ccccc1C(=O)N1CCN(c2ccc(F)cc2)CC1)C(C)C	6	-1.5	1	-2.0	-0.1	1	1	-1	87	-6
CCOc1ccc(C2=Nc3ccccc3C(c3ccc(N4CCOCC4)cc3)=NN2)cc1	-5	-0.1	-1	-1.3	0.1	-7	-2	-9	92	1
CCc1ccc(C(=O)NCC2COc3ccccc3O2)o1 (stereo not drawn)	12	-2.2	0	0.3	-0.1	-1	1	2	94	2
COc1cccc(CNC(=O)Cn2ccc3cc(S(=O)(=O)N4CCCCCC4)ccc32)c1OC	0	-0.6	5	-2.3	0.1	5	-5	-6	93	5
COc1ccc(/C=C(/NC(=O)c2ccc(C)cc2)c2nc3ccccc3[nH]2)cc1OC	-2	-2.1	-6	0.0	0.6	13	1	1	98	-6
CCN(CC)S(=O)(=O)c1ccc(NC2c3ccccc3C(=O)N2c2ccc(C)cn2)cc1 (stereo not drawn)	1	-0.1	2	1.4	0.1	6	-4	-4	94	1
COc1ccc(-n2c(Cc3cc(=O)[nH]c(=O)[nH]3)nnc2SCC(=O)N2CCC(C)CC2)cc1	12	-3.7	-5	-1.3	0.0	-8	1	5	98	-5
Cn1c(=NC(=O)CN2C(=O)C3CC=CCC3C2=O)sc2ccccc21 (stereo not drawn)	6&-1	5.4&2.2	1&-1	0.1&0.8	0.3&0.4	-9&-8	-8&1	-2&7	95&115	-2&-2
CCOC(=O)CSc1nc(C)c2ccccc2n1	-3	5.2	0	-2.8	-0.1	16	0	-2	88	0
COc1ccc(NC(=O)N2CCN(S(C)(=O)=O)CC2)c(OC)c1	4	-1.2	0	-1.4	-0.5	4	2	4	101	0
COc1cccc(F)c1C(C[N+](=O)[O-])c1c(N)n(C)c(=O)n(C)c1=O (stereo not drawn)	-15	-0.9	-3	1.0	0.3	0	3	31*	97	23

Brought forward from above: six entries, followed by the next part.
SMILES	MC4R antag cAMP	iPSC survival up	m5-HT2A agonist	MC4R barr agon	aDG glyco act	Cardio protect	N-glyco inh	ABHD5-PLIN5 inh	ABCB6 inh MLPCN	Granule exo inh
CCN(CC)S(=O)(=O)c1ccc(NC2c3ccccc3C(=O)N2c2ccc(C)cn2)cc1 (stereo not drawn)	1	-0.1	2	1.4	0.1	6	-4	-4	94	1
COc1ccc(-n2c(Cc3cc(=O)[nH]c(=O)[nH]3)nnc2SCC(=O)N2CCC(C)CC2)cc1	12	-3.7	-5	-1.3	0.0	-8	1	5	98	-5
Cn1c(=NC(=O)CN2C(=O)C3CC=CCC3C2=O)sc2ccccc21 (stereo not drawn)	6&-1	5.4&2.2	1&-1	0.1&0.8	0.3&0.4	-9&-8	-8&1	-2&7	95&115	-2&-2
CCOC(=O)CSc1nc(C)c2ccccc2n1	-3	5.2	0	-2.8	-0.1	16	0	-2	88	0
COc1ccc(NC(=O)N2CCN(S(C)(=O)=O)CC2)c(OC)c1	4	-1.2	0	-1.4	-0.5	4	2	4	101	0
COc1cccc(F)c1C(C[N+](=O)[O-])c1c(N)n(C)c(=O)n(C)c1=O (stereo not drawn)	-15	-0.9	-3	1.0	0.3	0	3	31*	97	23
CCCc1cc(C(=O)NCC(C)C)no1	-4	2.2	8	2.2	-0.4	2	1	-3	97	2
COc1ccccc1NC1=NC(CO)(CO)CS1	21	-0.4	0	-0.3	-0.4	4	1	-5	100	-8
CC(C)Oc1ccc(C(=O)Nc2ccc(NC(=O)c3ccco3)c(Cl)c2)cc1	-2	0.0	0	1.8	1.1	-9	-2	-6	100	-2
COc1ccc(C(=O)Nc2ccnc(-c3cccnc3)n2)cc1	-1	0.2	0	-1.1	-0.1	-2	4	1	96	1
C#CCNCCS(=O)(=O)N(Cc1ccc(Br)cc1)[C@@H](CC(C)C)C(=O)O	-7	1.6	-1	0.9	0.3	8	1	1	101	0
O=C(O)CCN(Cc1ccccc1)S(=O)(=O)c1c(Cl)cccc1Cl	1	0.2	2	0.4	1.5	2	1	4	100	-2
Cc1ccc2nc(-c3ccc(-c4cccc(Cl)c4)cc3)c(NCc3ccccc3)n2c1	2	-1.9	-6	4.5	3.6	-26	3	-9	112	-5
CC(C(=O)Nc1ccc(S(=O)(=O)N2CCCC2)cc1)N1CCN(c2ccccc2O)CC1 (stereo not drawn)	4	-0.5	3	-2.8	-0.2	-4	-1	-7	86	-4
COC(=O)N/N=C(\C)c1ccc(-n2ccnc2)cc1	5	0.5	-3	0.1	-0.3	-2	2	-1	92	-6
O=C(CC1CC2CCC1C2)NCCc1ccc(Cl)cc1 (stereo not drawn)	3	0.1	-9	-2.2	0.1	-2	-2	-3	97	43
CC(C)CCNC(=O)c1cccc(C(=O)NCCC(C)C)c1	8	-3.7	1	-2.2	0.3	-10	1	2	91	-1
CCc1noc(C)c1C(=O)N1CCCSC1=Nc1ccccc1OC	1	-0.2	5	-2.1	-0.1	-1	0	1	92	-3
Cc1cccc(-n2c(C)n[nH]c2=S)c1	6	1.2	2	-1.8	-0.2	1	2	-5	98	-1
Cc1c(N)c(C(C)(C)C)cc(C(C)(C)C)c1[N+](=O)[O-]	5	3.1	2	4.5	0.3	-10	-2	-14	101	-7
CCN1C(=O)N[C@@H](c2cccc(C(F)(F)F)c2)C(C(C)=O)=C1C	6	-0.2	-2	-0.8	-0.2	-3	2	-11	102	2
O=C(O)COCC(=O)N1CCCN(c2ccc(C(F)(F)F)cn2)CC1	1	-0.6	1	-2.1	0.1	-1	1	6	275	-9
COc1ccc([C@H]2CC(=O)C=C(c3cccc(Br)c3)C2)cc1OC	-4	-2.2	-4	2.0	1.0	-13	3	1	99	18
CC(C)Cn1c(-c2cccs2)nc2nc3ccccc3nc21	2	4.3	0	-2.0	0.6	13	5	3	113	-4
COc1cc(C)nc(Oc2ccc(OCCOc3ccccc3)nn2)n1	4	1.6	3	-1.7	0.3	3	1	-3	98	3
CS(=O)(=O)Nc1cccc(C2=NN(C(=O)c3ccco3)C(c3cccs3)C2)c1 (stereo not drawn)	8	-0.2	-2	-3.1	0.2	9	7	5	93	4

Some entries already given, reduced to MC4R antag cAMP, MC4R barr agon and N-glyco inh.
| Structure | MC4R antag cAMP | MC4R barr agon | N-glyco inh |
| --- | --- | --- | --- |
| C#CCNCCS(=O)(=O)N(Cc1ccc(Br)cc1)[C@@H](CC(C)C)C(=O)O | -7 | 0.9 | 1 |
| O=C(O)CCN(Cc1ccccc1)S(=O)(=O)c1c(Cl)cccc1Cl | 1 | 0.4 | 1 |

Other structures:
SMILES	MC4R antag cAMP	iPSC survival up	m5-HT2A agonist	MC4R barr agon	aDG glyco act	Cardio protect	N-glyco inh	ABHD5-PLIN5 inh	ABCB6 inh MLPCN	Granule exo inh
Cc1cc([N+](=O)[O-])c(=O)[nH]c1C	-3	1.5	-4	-0.8	0.2	23	3	-2	94	-4
Cc1cc(C)nc(SCc2ccc(C(=O)N/N=C/c3ccccn3)cc2)n1	-2	0.1	-4	-3.9	0.0	69*	4	-10	92	11
Cc1ccc(C)c(-n2cc(-c3ccc(Cl)cc3)nc2SCC(=O)NC2CCS(=O)(=O)C2)c1 (stereo not drawn)	7	-1.1	3	-1.1	0.4	-2	-1	0	97	0
Cc1onc(-c2ccccc2)c1C(=O)Nc1ccccc1C#N	3&-20	-0.1&-1.1	4&-4	1.6&-0.4	0.8&0.1	0&-2	-1&1	12&0	99&97	-6&1
CCN(CC(=O)Nc1ccccc1C(F)(F)F)C(=O)C1CCC1	6	0.3	6	0.7	0.3	2	2	3	100	0
Cc1ccc(C)c(Cn2nc(-c3ccccc3)ccc2=O)c1	-4	0.0	-1	7.9	-0.2	-8	-3	-6	97	9
COc1ccc([C@H]2CC(=O)C=C(c3ccc(Br)c4ccccc34)C2)cc1	2	-0.3	11	-0.9	-0.4	-10	-1	-6	100	-2
CC(=O)c1nnn(-c2ccc(Cl)cc2C#N)c1C	8	1.2	3	-0.3	-0.1	6	0	-3	100	15
O=C(ON=C1CCN(c2ccc([N+](=O)[O-])cc2)CC1)c1ccccc1	4	-0.4	-1	-0.9	0.0	-1	1	-3	101	1
Cc1ccc(S(=O)(=O)N2CCOCC2)cc1NC(=O)c1cc2c(s1)CCC2	7	-0.1	-5	-3.7	2.5	2	-1	-1	93	2
Cc1ccc2nc(C)cc(NCCO)c2c1	10	-0.3	2	-1.3	0.3	-1	5	2	96	-3
COc1ccc(NC(=O)c2ccco2)cc1NC(=O)COc1ccccc1	2	-0.1	-7	-0.9	0.1	5	-5	3	99	-2
CCOc1ccc(C2CC(c3ccccc3C)n3ncnc3N2)cc1 (stereo not drawn)	1	0.5	2	-1.4	0.3	6	-3	-7	98	-2
CCc1ccc(NC(=O)Cn2nnc(C(=O)NCc3ccco3)c2N)cc1	6	-0.1	0	-2.7	-0.1	-1	3	3	99	4
C=CCSc1nnc(C)n1-c1ccc(Cl)cc1	-7	1.6	-1	-2.3	-0.1	-3	1	-2	100	-6
CC1(C(=O)NCc2ccccc2Br)CCN1Cc1c(F)cccc1F (stereo not drawn)	-6	-1.1	2	4.8	0.0	-5	-5	-8	96	8
CCc1noc(C)c1C(=O)Nc1cc(S(=O)(=O)N(CC)CC)ccc1N1CCCC1	-3	0.5	-2	-1.2	-0.2	-5	2	-1	97	5
